HT1080 IDH1KD tx: qHTS for induction of synthetic lethality in tumor cells producing 2HG: qHTS for the HT-1080-IDH1KD cell line | HT-1080 IDH1 knockdown viability, ATP luminescence, 48 h | Potency, µM (titrated, usually from 46.1 µM), without a hit: top-dose activity, negative = toxicity, actives largely listed as cytotoxic | actives 2% (n = 360,000) | AID 686971, 2013;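 also: potency is read from the fitted curve at half-maximal effect; 0% = DMSO wells and -100% = cell-free medium wells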
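Cytotoxicity counter-line: IDH1KD HT-1080, 48 h, CellTiter-Glo. Curves classed by r2, magnitude and activity.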
MCF10A rerep: A quantitative high throughput screen for small molecules that induce DNA re-replication in MCF 10a normal breast cells | MCF 10A DNA re-replication, Hoechst nuclear intensity, 48 h | Potency, µM (highest dose often 46.1 µM), for inactives: at the highest dose activity, positive = re-replication, most hits filed as activators | actives 2.9% (n = 350,000); also: potency is read from the fitted curve at half-maximal effect; % of control where 0% means no effect; nearly all actives have a fitted effect of over 50% in size
HT1080-NT tox: qHTS for induction of synthetic lethality in tumor cells producing 2HG: qHTS for the HT-1080-NT fibrosarcoma cell line; HT-1080-NT fibrosarcoma viability, CellTiter-Glo ATP luminescence, 48 h; Potency, µM (top dose mostly 46.1 µM), without a hit: top-dose activity, negative = less viability, hits mostly cytotoxic; actives 1.6% (n = 360,000); AID 686970, 2013;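 also: NT is the 2HG producing partner of a matched IDH1 knockdown line; potency is read from the fitted curve at half-maximal effect; 0% = DMSO-treated cells and -100% = media-only wells without cells; nearly all actives have a fitted effect of over 55% in size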
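750 cells/well, RPMI + 5% FBS; 2 h settle, compound pin-transfer, 48 h at 37 degrees C. CellTiter-Glo 10 min RT, luminescence. Normalized to DMSO and media-only wells.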
HEK293 tox: qHTS of GLP-1 Receptor Inverse Agonists: Cytotox Screen | HEK293 cAMP-luciferase reporter cells, luminescence, 24 h | actives 0.13% (n = 410,000) | Potency, µM (highest dose often 38.3 µM), for inactives: at the top dose activity change, negative = inhibition, usual class: inhibitors;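 also: loss of luciferase light is scored as toxicity; potency is read from the fitted curve at half-maximal effect; % is scaled to controls: 0 for no effect and ±100 for the full control effect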
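A 23 nL compound transfer followed 12 hours of cell culture at 37 deg C; exposure then lasted 24 hr. Luciferase assay detection reagent was dispensed and plates read for luminescence after a 12 min room-temperature wait.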
SW480 rereplic: A quantitative high throughput screen for small molecules that induce DNA re-replication in SW480 colon adenocarcinoma cells | actives 1.8% (n = 340,000) | SW480 DNA re-replication, Hoechst DNA content imaging, 48 h | Potency, µM (series often up to 46.1 µM), inactives show at the top dose re-replication activation, usual class: activators; also: potency is read from the fitted curve at half-maximal effect; % of control where 0% means no effect; nearly all actives have a fitted effect of over 55% in size
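Hoechst fluorescence of nuclei (405 nm excitation, 500-530 nm emission) measured by plate-scanning imager after 48 hr compound exposure at 37 C; re-replication scored as increased number of nuclei with elevated intensity.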
KB-3-1 cytotox: qHTS assay for MDR1-selective chemotherapeutics: Primary screen using the parental adenocarcinoma cell KB-3-1; actives 1.4% (n = 400,000); AID 1347075, 2019; Potency, µM (highest dose often 46.1 µM), for the others: top-dose activity change, negative = cytotoxic, hits mostly cytotoxic; KB-3-1 viability, CellTiter-Glo ATP luminescence, 72 h; also: potency is read from the fitted curve at half-maximal effect; % is scaled to controls: 0 for no effect and ±100 for the full control effect; nearly all actives have a fitted effect of over 60% in size
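Multi-concentration cytotoxicity screen in KB-3-1 cells grown in DMEM lacking phenol red with 10% FBS. After 72 h at 37 °C with compound, ATP-dependent luminescence was recorded.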
IL1B secr inh: qHTS for Inhibitors of Inflammasome Signaling: IL-1-beta AlphaLISA Primary Screen; THP-1 LPS/ATP IL-1B secretion, AlphaLISA, 16 h; active compounds read low; activity change, % at 57.5 µM; actives 4.7% (n = 360,000); AID 743279, 2014; in the data active = activity change below about -50%; inconclusive = mostly about -30% to -49%; also: % is scaled to controls: 0 for no effect and ±100 for the full control effect
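THP-1 cells pretreated 1 hr with compounds (up to 57.5 uM final), then stimulated with LPS (250 ng/mL final) plus ATP (1.25 mM final); secreted IL-1B measured by AlphaLISA after 16 hr, decreased signal indicating inhibition.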
D3 ag: qHTS of D3 Dopamine Receptor Agonist: qHTS. D(3) dopamine receptor (Homo sapiens), P35462. D3R DiscoveRx beta-arrestin cells, luminescence, 90 min. actives 0.58% (n = 410,000). max activation, %. AID 652048, 2013; in the data active = max activation above about 30%; also: 0% is about no effect; mostly tested at two doses, the higher about 12 µM
Target sequence (P35462 whole entry, looked up): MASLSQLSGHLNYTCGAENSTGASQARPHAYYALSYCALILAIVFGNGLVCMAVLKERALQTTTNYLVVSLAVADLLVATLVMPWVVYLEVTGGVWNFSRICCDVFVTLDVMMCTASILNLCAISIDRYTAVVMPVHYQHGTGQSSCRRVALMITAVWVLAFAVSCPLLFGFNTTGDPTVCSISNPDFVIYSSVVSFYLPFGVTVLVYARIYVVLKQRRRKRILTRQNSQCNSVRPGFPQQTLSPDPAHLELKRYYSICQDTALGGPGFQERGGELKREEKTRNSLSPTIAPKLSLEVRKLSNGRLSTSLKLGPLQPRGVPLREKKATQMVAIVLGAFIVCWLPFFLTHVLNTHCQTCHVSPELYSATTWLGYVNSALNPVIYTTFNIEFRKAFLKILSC
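Cells at 1500/well, incubated overnight, then treated with pinned compounds (dopamine as control) for 90 min at 37 degrees C. DiscoveRx reagent added for 30 - 60 minutes at room temperature; luminescence read.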
KB-V1 MDR tox: qHTS assay for MDR1-selective chemotherapeutics: Primary screen using the drug-selected MDR subline cells KB-V1. actives 3.4% (n = 400,000). KB-V1 MDR cells viability, CellTiter-Glo, 72 h. Potency, µM (titrated, usually from 46.1 µM), without a hit: at the highest dose activity change, negative = cytotoxicity, actives largely listed as cytotoxic; also: potency is read from the fitted curve at half-maximal effect; % is scaled to controls: 0 for no effect and ±100 for the full control effect; nearly all actives have a fitted effect of over 60% in size
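Drug-selected KB-V1 cells, grown in DMEM lacking phenol red with 10% FBS, receive compound titrations; after three days at 37 degrees C, surviving cell ATP is quantified by CellTiter-Glo luminescence and responses normalized and curve-fitted.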
* hit, by the source's call; u = inconclusive; x = no result given; [ ] = another dose, or the depositor's remark. Unless noted, calls follow the shape of the dose curve; as a rule, active = well fitted curve in the direction sought with a large enough effect; inconclusive = small, poorly fitted or top-dose-only effect, or another doubt; inactive = no such curve, though single readings can be large; an effect the other way counts as inactive or inconclusive. Rows were taken by chance; overall some 11% were active at least once.

SMILES | HT1080 IDH1KD tx | MCF10A rerep | HT1080-NT tox | HEK293 tox | SW480 rereplic | KB-3-1 cytotox | IL1B secr inh | D3 ag | KB-V1 MDR tox
CC1(C(=O)NS(=O)(=O)c2cccc(Cl)c2)CCN1C(=O)Cc1ccsc1 (stereo not drawn) | 5.9% | x | 5.2% | -4.4% | x | 0.0% | 23.8 | 0.4 | 0.3%
CCOC(=O)[C@H]1[C@H]2COc3ccc(C)cc3[C@@H]2N2C(=O)CN(C)C(=O)[C@@]12C | 15.6% | -8.5% | 17.7% | 3.9% | -2.2% | 11.9% | 35.4 | -1.3 | 2.9%
O=C(NNc1nc2ccccc2nc1C(F)(F)F)c1ccccc1 | 10.9% | 1.2% | 4.9% | -28.5% | 4.2% | 9.5% | -18.1 | 5.3 | u
C=C(C)CNC(=S)N/N=C/c1ccc(NC(C)=O)cc1 | 17.5% | -0.5% | 4.3% | -7.5% | -1.4% | 4.7% | 11.0 | 18.2 | 0.0%
COC(=O)c1ccc2nc(C)cc(Nc3cccc(Cl)c3C)c2c1 | x | x | x | 5.9% | x | -6.5% | x | -10.5 | -34.0%
O=C(NCCCN1CCOCC1)C1CCN(S(=O)(=O)c2c(Cl)cccc2Cl)CC1 | 14.0% | 15.3% | 2.7% | 1.3% | -2.3% | 4.9% | 30.5 | 10.7 | u
CCOC(=O)[C@H]1[C@H]2COc3ccc(C)cc3[C@@H]2N2C(=O)[C@@H](CO)NC(=O)[C@@]12C | 2.5% | u | 0.4% | 1.6% | -5.1% | 19.9% | 28.3 | -0.9 | u
COc1ccc(Cl)cc1NC(=O)NNC(=O)C(=O)Nc1ccc(F)cc1 | u | x | -2.2% | -1.9% | x | -25.1% | -6.2 | -4.8 | -1.9%
Cc1ccc(Cl)cc1NC(=O)COc1ccccc1 | 1.9% | 3.3% | 10.7% | 44.2% | -4.5% | -4.4% | 13.1 | 4.7 | 7.4%
Cc1ccc(NC(=O)N2CCC(c3nc4c(nnn4Cc4c(F)cccc4Cl)c(=O)[nH]3)CC2)cc1 | u | -3.7% | u | 7.6% | -3.2% | 4.1% | -69.0* | 4.5 | -6.0%
CCCC(=O)Nc1ccccc1N1CCN(C(=O)C(C)C)CC1 | 4.2% | 3.0% | 0.6% | 4.3% | -1.7% | 0.0% | 21.7 | 2.4 | -17.1%
COc1ccc(S(=O)(=O)NCC(=O)N(Cc2ccco2)C(C(=O)NC(C)(C)C)C(C)C)cc1 (stereo not drawn) | -11.5% | -11.1% | -4.7% | -16.7% | 7.7% | -1.9% | -9.2 | -4.0 | -9.9%
CCCCn1c(=O)cc(C)n(-c2ccccc2)c1=O | -0.2% | 2.0% | -0.9% | 0.8% | -4.0% | -7.8% | 4.7 | -4.3 | 0.4%
O=C1COc2ccc(C(=O)c3ccccc3)cc2CN1 | 3.9% | -7.1% | 11.2% | 3.4% | -1.2% | -5.4% | 18.7 | -13.2 | -1.0%
Cc1[nH]c(=O)[nH]c(=O)c1S(=O)(=O)Nc1cccc(Cl)c1C | x | x | x | 6.4% | x | 15.0% | x | 9.9 | u
Cc1ccc([N+](=O)[O-])cc1N(CC(=O)NC1CCCC1)S(C)(=O)=O | 0.6% | -0.1% | 3.1% | 3.4% | -2.9% | 2.6% | 1.8 | -0.5 | -20.9%
CCN(CC)C(=O)[C@H]1CC(CC(=O)NCC23CC4CC(CC(C4)C2)C3)C(=O)N2CCc3c([nH]c4ccccc34)[C@]12C (stereo partly drawn) | 7.4% | u | 11.1% | 3.6% | 23.1µM* | 0.0% | u | 7.9 | 0.0%
CCCCC(C(=O)NC(=O)NCc1ccccc1)N1C(=O)c2ccccc2C1=O (stereo not drawn) | 8.2% | u | 9.7% | 1.9% | -0.9% | 3.6% | 22.4 | 1.2 | 4.9%
CCOc1ccccc1-c1nc(CN(Cc2cnn(C)c2)C(C)C)c(C)o1 | 2.9% | 1.7% | -1.0% | -8.8% | 1.1% | 10.5% | 26.7 | -14.3 | 2.9%
CCOC(=O)C1CCN(C(=O)c2cccnc2)CC1 | -1.6% | -0.3% | -6.5% | 3.3% | -4.8% | 2.1% | -7.1 | 5.3 | 13.2%
COc1ccc(-n2nnc3c(SCC(=O)N4CCCc5ccccc54)ncnc32)cc1 | 19.4% | -2.7% | u | -7.3% | 11.6µM* | 8.0% | -9.5 | -9.0 | 21.8%
O=C(CSc1nnc2ccccn12)NCCc1ccc(Cl)cc1 | -1.2% | 27.8% | -1.4% | 11.2% | -1.6% | 22.4% | -8.8 | -2.5 | -9.6%
Cc1c(C(=O)N2CCOCC2)c(S(=O)(=O)Nc2ccc(C(C)C)cc2)c(C)n1C | 10.9% | 10.6% | 8.5% | -5.4% | -3.3% | -4.8% | 41.7 | 5.2 | 4.3%
Cc1ccc(CNC(=O)C2CCN(c3nc4ccccc4n(C)c3=O)CC2)cc1 | x | x | x | -8.1% | x | 23.1% | x | 5.0 | 17.8%
Cc1cccc(NC(=O)c2ccc(N(C)C3CCCCC3)c([N+](=O)[O-])c2)n1 | u | 17.7% | -23.3% | -20.5% | 1.2% | u | u | 4.2 | 2.59µM*

(more compounds)
SMILES | HT1080 IDH1KD tx | MCF10A rerep | HT1080-NT tox | HEK293 tox | SW480 rereplic | KB-3-1 cytotox | IL1B secr inh | D3 ag | KB-V1 MDR tox
Cc1ccc(C(C)C)c(OCC(=O)Nc2ccc(C(=O)OC3CCCCC3)cc2)c1 | x | x | x | 0.0% | x | -3.7% | x | 1.8 | 0.0%
OC(Cn1cncn1)(c1ccccc1)c1ccccc1 | 7.6% | 9.5% | 9.9% | -8.1% | 2.6% | 10.1% | 4.7 | 1.8 | 5.1%
O=C(CN1CCN(c2ccccc2)CC1)Nc1ccc(F)cc1 | 11.3% | -5.8% | 24.9% | 3.4% | -2.0% | 5.5% | -13.5 | -26.2 | 12.8%
COc1ccc(CC(=O)Nc2ccc(-c3cn4ccccc4n3)cc2)cc1 | u | 25.2% | u | 8.5% | 4.9% | 3.6% | 19.5 | -12.1 | 12.0%
COCCn1c(SCC(=O)Nc2nnc(C)s2)nnc1-c1ccco1 | 10.4% | 1.1% | 5.3% | -3.4%[7.66 µM] | 4.1% | 4.9% | 12.5 | 1.1 | 8.7%
CC1(C(=O)NS(=O)(=O)c2cccc(Cl)c2)CCN1C(=O)CC1CC1 (stereo not drawn) | 3.5% | x | 0.8% | -2.6% | x | 0.0% | 12.1 | 52.3* | 2.8%
O=C(CCN1CCN(c2ccccc2)CC1)Nc1ccccc1 | -3.2% | -8.6% | -11.6% | -3.7% | u | -10.6% | -3.3 | -6.2 | -13.1%
O=C(O)CC1(CC(=O)N2CCC(C(=O)O)CC2)CCCC1 | 0.7% | 8.2% | 10.7% | -2.9% | 2.7% | 9.3% | 8.6 | 1.5 | 20.3%
CCN1CCN(c2nc3ccccn3c(=O)c2/C=C(\C#N)S(=O)(=O)c2ccccc2)CC1 | 1.9% | 1.8% | -5.3% | 74.0%[activator] | 7.3% | u | 6.8 | -3.6 | u
C=CCn1c(COc2ccc(F)cc2)nnc1SCC(=O)NC(=O)NCc1ccco1 | 29.5% | -13.8% | 0.0% | -18.6% | -12.5% | 2.3% | 16.1 | -4.6 | -5.4%
CCC(=O)Nc1cc2c(C)cc(=O)oc2cc1C | 14.5% | -0.5% | 9.6% | -10.2% | -1.3%[9.22 µM] | 0.0% | 16.7 | 3.5 | 17.7%
Cn1c(SCc2ccccc2)nnc1-c1ccncc1 | 26.8% | -1.8% | 9.8% | 7.3% | u | 16.8% | -21.1 | -1.2 | u
NS(=O)(=O)c1cccc(NC(=O)COC(=O)CCC(=O)c2cccs2)c1 | -3.9% | -4.2% | 3.8% | 11.1% | -9.3% | 4.5% | 15.8 | 1.5 | 5.4%
CCOC(=O)c1nn(-c2ccc(C)cc2)c(=O)c2c(N)scc12 | -5.1% | 9.6% | -7.4% | -5.7% | -2.8%[9.22 µM] | 16.2% | -15.6 | -8.5 | -1.2%
COCCn1c(-c2ccc(Br)cc2)csc1=Nc1cccnc1 | -28.2% | 0.8% | -28.6% | -0.9% | -6.7% | 14.6µM* | -78.5* | 1.6 | u
CCC1CCC(c2nnc(-c3ccc(Br)cc3)o2)CC1 (stereo not drawn) | 7.8% | -3.1% | 7.8% | 1.5% | -12.3% | 4.7% | 25.7 | 2.4 | -25.6%
CCOC(=O)/C(C#N)=C/c1c(Oc2cccc(C)c2)nc2ccccn2c1=O | -11.4% | -0.6% | -6.9% | -4.6% | -8.6% | 1.5% | -5.5 | -0.5 | 7.8%
COc1ccc(CCN2CC(C#N)=C3c4cc(OC)c(OC)cc4CCN3C2)cc1OC | -11.7% | 22.6% | 0.0% | 1.8% | 3.4% | -0.6% | -20.2 | 1.4 | -24.5%
O=C(CCC(=O)c1cccs1)Nc1ccc(F)c(F)c1F | 4.2% | 14.8% | 10.5% | -9.9% | -1.2%[9.22 µM] | 5.0% | 13.3 | 1.0 | 18.6%

Record cards (already shown).
O=C(CCN1CCN(c2ccccc2)CC1)Nc1ccccc1 reads HT1080 IDH1KD tx = -3.2%; MCF10A rerep = -8.6%; HT1080-NT tox = -11.6%; HEK293 tox = -3.7%; SW480 rereplic = u; KB-3-1 cytotox = -10.6%; IL1B secr inh = -3.3; D3 ag = -6.2; KB-V1 MDR tox = -13.1%
CC1(C(=O)NS(=O)(=O)c2cccc(Cl)c2)CCN1C(=O)CC1CC1 (stereo not drawn) reads HT1080 IDH1KD tx = 3.5%; MCF10A rerep = x; HT1080-NT tox = 0.8%; HEK293 tox = -2.6%; SW480 rereplic = x; KB-3-1 cytotox = 0.0%; IL1B secr inh = 12.1; D3 ag = 52.3*; KB-V1 MDR tox = 2.8%
